GPR55 beta-arrestin – selective activators of receptor GPR55 – imaging, U2OS cells, beta-arrestin-GFP redistribution, primary screen (AID 1961); U2OS GPR55 beta-arrestin-GFP redistribution imaging; higher % means a stronger effect; one-dose activation, % at 10 µM; EC50 in µM for titrated hits; 290,000 compounds, 0.048% hits;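 active = activation above 40% with more than 50 cells counted in the well; inconclusive = wells holding fewer than 50 cells, flagged as toxic or sparse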;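 note: U2OS osteosarcoma cells stably expressing GPR55 and beta-arrestin-GFP; plate controls were DMSO negative control for no effect and LPI positive control for full effect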
GPR55 antagonists – GPR55 antagonists blocking LPI-driven arrestin recruitment, primary screen, imaging, U2OS, beta-arrestin-GFP, LPI agonist (AID 2013); U2OS GPR55 beta-arrestin-GFP translocation imaging, LPI antagonism; higher % means a stronger effect; inhibition, % at 10 µM, or IC50 in µM where a hit was titrated; 290,000 compounds, 0.13% hits;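 active = spots per cell inhibited over 60%, with over 100 cells counted and total cytoplasm intensity under 500,000; inconclusive = wells with under 100 cells, flagged as likely toxic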;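 note: U2OS cells stably carrying GPR55 and arrestin-GFP stimulated by 5 µM LPI near EC80; imaged beta-arrestin-GFP aggregate spots per cell after agonist stimulation; plate controls were LPI-stimulated DMSO wells for no effect and DMSO wells without LPI for full effect; some results filed as inactive read as strong as hits; confirmed hits need IC50 under 10 µM and bright autofluorescent wells are also inconclusive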
NTR1 agonist – NTR1-driven beta-arrestin-GFP spot formation – imaging, U2OS cells, high content, primary screen (AID 493036) | P30989 | agonist mode | activation, % at 20 µM | 330,000 compounds, 0.17% hits;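 active = activation at or above 40% of the spot to cytoplasm intensity ratio, with at least 20 cells analyzed; inconclusive = wells under 20 cells, flagged as cytotoxic or low count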;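 note: 0% = DMSO without peptide and 100% = 100 nM NTR1 peptide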
Target sequence (P30989 whole entry, looked up): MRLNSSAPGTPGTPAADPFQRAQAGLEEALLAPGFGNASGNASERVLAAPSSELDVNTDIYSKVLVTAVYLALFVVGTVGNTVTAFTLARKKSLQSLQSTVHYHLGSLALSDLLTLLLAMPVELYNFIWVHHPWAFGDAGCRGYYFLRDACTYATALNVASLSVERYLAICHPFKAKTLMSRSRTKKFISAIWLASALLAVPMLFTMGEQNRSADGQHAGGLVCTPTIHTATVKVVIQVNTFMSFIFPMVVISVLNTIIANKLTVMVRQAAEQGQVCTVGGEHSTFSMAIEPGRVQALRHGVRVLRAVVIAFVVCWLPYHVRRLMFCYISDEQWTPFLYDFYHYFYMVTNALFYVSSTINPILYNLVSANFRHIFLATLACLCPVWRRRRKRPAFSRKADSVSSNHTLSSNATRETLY
Dengue-2 NS5 capping – flavivirus cap methylation enzyme inhibition – biochemical, confirmation dose response, primary screen (AID 588689). 340,000 compounds, 0.3% hits. inhibition, % at 25 µM; hits with a dose series show IC50 in µM. Dengue-2 NS5 methyltransferase capping enzyme assay, biochemical; higher % means a stronger effect; in the data active = a potency from the dose series; inconclusive = inhibition above about 29% without an active follow-up result
HIV fusion peptide – cell-free HIV fusion peptide-binding blockers – biochemical, uHTS, fluorescence dequenching, primary screen (AID 1986) | 290,000 compounds, 0.3% hits | inhibition, % at 20 µM, or IC50 in µM where a hit was titrated | cell-free peptide binding, fluorescence dequenching, 30 min; higher % means a stronger effect; in the data active = inhibition mostly above about 52%, no sharp cut-off; inactive = mostly below about 76%; note: some results filed as inactive read as strong as hits
UTI89 phage lysis – inhibition of K1F phage lysis, E. coli UTI89, bacterial capsule biogenesis inhibitors, alamar blue (AID 488966) | E. coli UTI89 K1F phage lysis, alamar blue, 2 h; higher % means a stronger effect | inhibition, % at 100 µM, or IC50 in µM where a hit was titrated | 340,000 compounds, 0.02% hits;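 active = phage lysis inhibition, versus mean bacterial control, above a set limit; inconclusive = no clear call, values can overlap the other calls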;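 note: capsule biogenesis inhibitors block K1F phage lysis so surviving cells raise fluorescence; higher fluorescence means more inhibition of phage lysis; actives were called in the ten point dose series up to 300 µM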
Siah-1 displacement – Siah-1 peptide-binding antagonists, primary screen, biochemical, fluorescence polarization, rhodamine-plectin, uHTS (AID 1817). Siah-1 / rhodamine-plectin peptide fluorescence polarization; higher % means a stronger effect. displacement, % at 20 µM; hits with a dose series show IC50 in µM. 290,000 compounds, 0.02% hits;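 active = displacement of at least 50% at 20 µM, with a fluorescence ratio check between 0.3 and a set limit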;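 note: plate controls were Siah plus tracer with DMSO for no effect and tracer alone without Siah for full effect; strong numbers were not always called active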
GPR35 antagonists – GPR35 antagonists blocking zaprinast-driven arrestin recruitment, primary screen, imaging, U2OS, beta-arrestin-GFP, zaprinast agonist (AID 2058); inhibition, % at 10 µM, or IC50 in µM where a hit was titrated; U2OS GPR35 beta-arrestin-GFP translocation imaging, zaprinast antagonism; higher % means a stronger effect; 290,000 compounds, 0.052% hits;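 active = inhibition of at least 50% with at least 30 cells and total cytoplasm GFP at most 10,000,000; inconclusive = under 30 cells or total GFP of 10,000,000 plus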
AID2073 – inhibitors of Mint1-CaV2.2 protein interaction, biochemical, HTRF (AID 2073) | 290,000 compounds, 0.19% hits | inhibition, % at 20 µM; hits with a dose series show IC50 in µM | HTRF protein-protein interaction, Mint1-CaV2.2; higher % means a stronger effect; in the data active = inhibition mostly above about 51%, no sharp cut-off; inconclusive = no clear call, values can overlap the other calls; inactive = mostly below about 53%; note: some results filed as inactive read as strong as hits
NTR1 agonist cell count 20 µM – also measured in NTR1 agonist; calls as there; cell count; measured here: cell count, cytotoxicity flag
The depositor's hits bear a star; ? = inconclusive; / = no result given; [ ] = dose if it differs, or a comment.

SMILES	GPR55 beta-arrestin	GPR55 antagonists	NTR1 agonist	NTR1 agonist cell count 20 µM	Dengue-2 NS5 capping	HIV fusion peptide	UTI89 phage lysis	Siah-1 displacement	GPR35 antagonists	AID2073
COCCn1c(SCC(=O)Nc2sccc2C(N)=O)nnc1-c1ccncc1	0.0%	-9.2%	-0.9	52	-3.0%	1.8%	0.0%	-4.5%	-10.2%	18.2%
O=C(COc1ccc(S(=O)(=O)N2CCCC2)cc1Cl)Nc1ccc2c(c1)OCO2	0.2%	-5.6%	3.1	53	-2.1%	4.0%	0.6%[50 µM]	2.9%	3.0%	3.2%
COc1ccc([N+](=O)[O-])cc1NS(=O)(=O)c1ccc(C)cc1	0.0%	5.8%	-0.8	50	-0.7%	2.6%	0.3%	2.3%	-3.7%	6.7%
O=[N+]([O-])c1cccc(C2(O)COc3ccccc3O2)c1 (stereo unspecified)	0.0%	-0.6%	-1.3	70	-8.5%	-1.0%	0.4%	1.4%	9.0%	-0.3%
C=C(C)CSc1nnc(CCNC(=O)OC(C)(C)C)o1	-0.1%	7.0%	-1.7	59	-2.4%	0.5%	0.3%	5.2%	3.7%	-9.8%
O=C(Nc1ccc(S(=O)(=O)Nc2ccnn2-c2ccccc2)cc1)C(F)(F)F	-0.1%	2.1%	-0.8	82	3.9%	0.8%	-0.2%	9.2%	-2.6%	13.2%
CCOC(=O)CN1NC2(CCCC(C)C2)NC1=S (stereo unspecified)	-0.1%	6.4%	-0.6	66	-12.9%	18.7%	0.8%	5.4%	-0.4%	-17.6%
O=C(O)c1ccccc1-n1c(-c2ccccc2)cc2c1CCCC2=O	0.6%	-12.6%	0.0	48	-4.4%	0.0%	-0.6%	4.8%	14.4%	-4.0%
CC1=CC(C)(C)NC(=S)N1C(C)c1ccccc1 (stereo unspecified)	0.3%	1.4%	0.8	35	-1.3%	0.8%	-0.2%	3.4%	-9.4%	?
CCOC(=O)/C(C#N)=C\c1ccco1	0.0%	27.5%	-1.5	91	-9.7%	0.6%	2.0%	-1.7%	7.4%	1.1%
Cc1nc2scc(-c3cccs3)c2c(=O)n1CC(=O)O	-0.1%	1.5%	0.1	58	-1.4%	5.5%	0.0%	2.5%	24.4%	6.4%
COc1cccc(C2CC(c3ccccc3Cl)n3ncnc3N2)c1 (stereo unspecified)	-0.1%	-4.6%	-1.2	31	-5.5%	-1.0%	-0.5%	0.1%	5.5%	0.5%
CCS(=O)(=O)N1CCN(C(=O)C(c2ccccc2)c2ccccc2)CC1	-0.1%	-10.5%	-0.6	102	0.7%	-1.0%	-0.1%	2.4%	-5.9%	1.0%
CCn1c(SCC(=O)Nc2ncc(C(F)(F)F)cc2Cl)nnc1-c1ccccc1	0.1%	4.2%	-2.4	79	/	-0.4%	-1.1%	-8.2%	19.3%	-16.9%
O=C(Nc1ccc(Cl)cc1)C1=Cc2cc(Cl)ccc2OC1	0.3%	1.1%	11.3	38	-1.6%	3.2%	0.2%	-1.9%	9.4%	-3.3%
Cc1nn(C(C)C(=O)Nc2ccccc2Cl)c(=O)c2nn(-c3ccccc3)c(C)c12 (stereo unspecified)	0.0%	15.8%	-0.1	59	-2.3%	1.1%	0.2%	-1.6%	-5.3%	10.2%
CCC(=O)Nc1cc(OC)c(NC(=O)c2ccccc2)cc1OC	0.0%	2.5%	1.2	74	-0.7%	-0.4%	2.3%	2.9%	2.6%	-1.0%
C=CCNc1nnc(SC2CC(=O)N(c3ccc(OCCC)cc3)C2=O)s1 (stereo unspecified)	-0.1%	-4.0%	0.1	50	-27.3%	1.6%	-1.7%	-4.6%	11.5%	3.0%
COCC(C)NC(=O)c1nn(Cc2ccccc2)c(=O)c2ccccc12 (stereo unspecified)	0.0%	0.1%	0.8	63	0.7%	-0.1%	0.4%	11.6%	-13.4%	3.5%
O=C(CCSc1ccccc1)NC(=O)COC(=O)c1ccc(OC(F)F)cc1	0.5%	8.4%	-1.4	67	4.5%	1.5%	0.0%	1.5%	-1.7%	-0.7%
Cc1ccc(S(=O)(=O)NCCS(=O)(=O)N2CCN(c3ccccc3)CC2)cc1	-0.2%	-0.1%	-1.5	49	0.0%	1.2%	-1.6%	2.1%	9.8%	6.1%
Cc1ccc(NC(=O)CC(NCC2CCCO2)C(=O)O)cc1C (stereo unspecified)	-0.5%	2.1%	-0.7	43	-3.6%	-1.6%	-1.5%	-0.7%	-2.5%	-6.8%
COc1ccc(N2Cc3ccccc3/C2=N\C(=O)Nc2ccccc2)cc1	0.1%	-16.8%	-1.9	58	-9.0%	1.7%	0.2%	13.4%	-11.7%	3.8%
COc1cccc(CN(C(=O)c2cnccn2)C(C(=O)NC2CCCCC2)c2cc(OC)c(OC)c(OC)c2)c1 (stereo unspecified)	0.2%	2.9%	1.7	63	-5.8%	-0.5%	0.3%	-0.8%	1.1%	8.5%
CCCC(C)NC(=O)COc1ccc(Sc2ccc(OCC(=O)NC(C)CCC)cc2)cc1 (stereo unspecified)	0.1%	-3.4%	2.0	62	-2.5%	-1.3%	1.0%	-0.9%	4.1%	7.8%
Nc1nnnn1N=C1CCCCC1	-0.2%	-1.7%	-0.4	62	0.0%	0.0%	-0.6%	0.7%	-4.3%	-1.1%
Cc1csc(Nc2ccc(Cl)cc2)[n+]1-c1ccc(Cl)cc1	-0.7%	12.1%	0.7	35	-15.6%	-0.2%	7.2%	3.4%	-4.6%	10.1%
O=C(O)c1ccc2c(=O)n(-c3ccc(F)cc3)c(=S)[nH]c2c1	0.2%	10.6%	0.8	64	-11.9%	0.5%	0.5%	2.0%	-16.4%	1.4%
CCOC(=O)Cn1c(=O)oc2cc(S(=O)(=O)N3CCC(N4CCCCC4)CC3)ccc21	0.2%	0.4%	-1.9	38	4.2%	0.8%	0.0%	-1.1%	-8.8%	-2.4%
COc1ccc(C)cc1NC(=O)NNC(=O)C(C)Oc1ccc(F)cc1Cl (stereo unspecified)	0.0%	7.7%	1.1	75	0.0%	-0.8%	-0.5%[50 µM]	4.3%	-1.4%	-7.5%
O=c1[nH]c(=O)n(-c2ccc(F)cc2)c2c1C(C(F)(F)F)(C(F)(F)F)N=C(c1ccc(F)cc1)N2	-0.4%	-1.3%	3.6	64	3.2%	7.5%	4.0%[50 µM]	-2.5%	-11.2%	5.7%
N#Cc1cc(N)ccc1Sc1ccc(Cl)cc1	0.2%	14.9%	1.5	68	5.4%	2.0%	-0.6%	3.6%	-1.0%	-3.1%
CC1CC(=O)Nc2ccccc2N1S(=O)(=O)c1ccc(Br)cc1 (stereo unspecified)	0.5%	18.6%	-0.9	80	-0.8%	2.1%	0.3%	1.0%	19.0%	3.0%
COc1ccc(/C=N/Nc2nncn2N)cc1Br	-0.1%	-25.9%	-0.1	59	5.6%	-1.8%	-1.8%	-1.4%	-2.2%	-15.4%
CC(=O)Nc1ccc(C(=O)N2CCN(C(=O)c3ccco3)CC2)cc1	-0.1%	8.5%	2.1	55	-5.5%	0.7%	0.2%	-0.2%	11.1%	-8.1%
COc1ccc(-c2ocnc2C(=O)Nc2ccccc2N2CCCCC2)cc1	0.7%	5.2%	1.0	82	-6.4%	1.5%	0.5%	-1.0%	16.7%	23.7%
CC(=O)Nc1ccc(S(=O)(=O)N2C(C)CCCC2C)cc1 (stereo unspecified)	0.0%	-4.3%	-1.0	79	-0.7%	6.3%	0.1%	-3.6%	-2.8%	20.5%
O=c1cc(-c2ccc(Cl)cc2)oc(=O)[nH]1	-0.2%	-2.9%	4.0	43	5.4%	-0.5%	5.5%	12.1%	7.5%	6.8%
CC(C)Cc1nnc(NC(=O)CCc2ccccc2)s1	-0.1%	-3.4%	0.3	47	-6.5%	0.2%	0.2%	1.1%	1.4%	6.7%
CC1CCCCN1C(=O)CSc1nnc2c(n1)[nH]c1ccccc12 (stereo unspecified)	1.2%	9.5%	-2.3	55	-7.5%	1.0%	-0.1%	8.8%	-8.9%	-1.7%
O=C(O)Cc1c(-c2ccccc2)c2cc(Br)ccc2[nH]c1=O	-0.1%	6.8%	-0.8	55	2.3%	-1.4%	0.2%	-1.4%	10.1%	-11.9%
CCC(CC)NC(=O)Nc1ccc(F)cc1F	0.3%	3.6%	0.1	92	-1.8%	-0.5%	0.4%	-1.9%	-0.9%	13.8%
CC1CCCCC1NCC(=O)Nc1ccccc1-c1ccccc1 (stereo unspecified)	0.4%	-1.5%	-1.9	59	-4.0%	0.9%	10.1%	-4.0%	6.2%	-6.4%
CCc1ccc(OCC(=O)Nc2ccc(S(=O)(=O)Nc3cc(C)on3)cc2)c(Br)c1	-0.1%	4.0%	-0.3	66	4.9%	48.3%	-0.2%	3.7%	-4.4%	-3.1%
CCN(c1ccccc1)S(=O)(=O)c1ccc(C(=O)N(CCN(C)C)c2nc3c(F)cc(F)cc3s2)cc1	/	5.6%	-0.8	53	/	1.1%	/	-5.2%	-11.5%	0.5%

Individual results from the list:
Reading of COc1ccc(-c2ocnc2C(=O)Nc2ccccc2N2CCCCC2)cc1 in AID2073: 23.7%
Reading of CC(C)Cc1nnc(NC(=O)CCc2ccccc2)s1 in GPR55 antagonists: -3.4%

Next section
SMILES	GPR55 beta-arrestin	GPR55 antagonists	NTR1 agonist	NTR1 agonist cell count 20 µM	Dengue-2 NS5 capping	HIV fusion peptide	UTI89 phage lysis	Siah-1 displacement	GPR35 antagonists	AID2073
Cc1cc(NC(=O)c2ccc3c(c2)C(=O)N(Cc2cccnc2)C3=O)no1	0.3%	-6.0%	-2.6	86	1.6%	-0.6%	1.2%	-1.1%	8.7%	-10.1%
CCOC(=O)c1c(NC(=O)C2=C(C)NC(=S)NC2c2ccc(F)cc2F)sc(C)c1C (stereo unspecified)	1.1%	10.0%	4.6	53	-11.6%	2.0%	6.9%	4.2%	3.7%	13.1%
Cc1ccc(C(=O)NC2c3ccccc3-c3ccccc32)cc1	-0.2%	-10.9%	0.4	70	1.9%	-1.5%	-0.1%	6.4%	5.0%	5.6%
O=C(CCN1C(=O)c2ccccc2C1=O)NC1=NCCS1	0.1%	4.1%	1.8	70	-4.4%	0.9%	-6.7%	2.4%	-1.6%	-0.7%
O=C(NCCc1ccc(Cl)cc1)C(=O)c1c[nH]c2ccccc12	0.0%	-3.4%	5.7	102	-7.9%	0.0%	0.5%	12.9%	27.2%	2.5%
C/C(=N\Nc1nccnc1Cl)c1ccc(F)cc1	-0.1%	0.4%	-0.4	32	2.3%	-2.6%	-0.8%	-2.8%	8.9%	-7.2%

From PubChem BioAssay
